PLK1 PBD inh = qHTS for Inhibitors of PLK1-PDB (polo-like kinase 1 - polo-box domain): Primary Screen | Serine/threonine-protein kinase PLK1 (Homo sapiens), P53350 | Plk1 PBD binding of FITC phosphopeptide, fluorescence polarization | Potency, µM, without a hit: max response, negative = inhibition, usual class: inhibitors | 360,000 tested, 2.8% active; also: potency is read from the fitted curve at half-maximal effect; series mostly up to about 57 µM; % is scaled to controls: 0 for no effect and ±100 for the full control effect; nearly all actives have a fitted effect of over 65% in size
EPAC2 agonist = qHTS for Agonist of cAMP-regulated guanine nucleotide exchange factor 4 (EPAC2): primary screen. Rap guanine nucleotide exchange factor 4 (Homo sapiens), Q8WZA2. EPAC2 activation, biochemical qHTS; response scale: 100% = 6.5 mM cAMP response. Potency, µM (doses to about 154 µM), for the others: top-dose activation, hits mostly activators. 360,000 tested, 0.079% active; also: potency is read from the fitted curve at half-maximal effect; nearly all actives have a fitted effect of over 50% in size
Target sequence (Q8WZA2 whole entry, looked up): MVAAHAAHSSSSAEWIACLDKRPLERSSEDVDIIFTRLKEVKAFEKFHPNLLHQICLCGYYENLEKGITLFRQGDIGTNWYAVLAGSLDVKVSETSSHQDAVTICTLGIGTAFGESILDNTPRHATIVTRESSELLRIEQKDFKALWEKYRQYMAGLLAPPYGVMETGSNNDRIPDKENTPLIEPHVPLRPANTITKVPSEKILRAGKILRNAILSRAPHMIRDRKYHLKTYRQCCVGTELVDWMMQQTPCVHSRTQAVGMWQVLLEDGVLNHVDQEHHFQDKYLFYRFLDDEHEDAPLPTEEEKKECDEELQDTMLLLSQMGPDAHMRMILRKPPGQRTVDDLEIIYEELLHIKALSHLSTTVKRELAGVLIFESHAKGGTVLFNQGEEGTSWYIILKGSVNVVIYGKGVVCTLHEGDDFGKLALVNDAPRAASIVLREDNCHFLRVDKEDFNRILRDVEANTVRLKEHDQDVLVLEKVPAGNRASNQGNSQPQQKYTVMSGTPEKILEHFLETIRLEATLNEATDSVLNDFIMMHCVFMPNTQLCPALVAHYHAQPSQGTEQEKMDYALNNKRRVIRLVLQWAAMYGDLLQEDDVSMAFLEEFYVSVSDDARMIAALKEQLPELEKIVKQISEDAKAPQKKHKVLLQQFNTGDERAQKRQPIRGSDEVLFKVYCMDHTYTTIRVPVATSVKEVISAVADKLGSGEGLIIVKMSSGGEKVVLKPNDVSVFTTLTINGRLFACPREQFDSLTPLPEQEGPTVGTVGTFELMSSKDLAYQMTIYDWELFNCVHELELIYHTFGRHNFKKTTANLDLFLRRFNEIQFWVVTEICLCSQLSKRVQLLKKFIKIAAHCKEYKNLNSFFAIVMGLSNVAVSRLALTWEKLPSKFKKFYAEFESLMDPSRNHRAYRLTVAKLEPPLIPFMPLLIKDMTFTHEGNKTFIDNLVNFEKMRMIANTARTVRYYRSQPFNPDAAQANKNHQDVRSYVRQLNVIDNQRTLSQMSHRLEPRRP
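Guanine nucleotide exchange by EPAC2 is measured as reduced fluorescence of BODIPY-GDP once it is released from 250 nM Rap1B. Plates are read kinetically for 30 min at room temperature; results are scaled to 6.5 mM cAMP.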
CCT chaperon mod = High-Throughput Screening for Modulators of Cytosolic Chaperonin Activity. purified chaperonin ATPase assay, HTRF ADP detection, 30 min. activity change, % (no concentration beside the values), hits read low. 360,000 tested, 0.3% active; in the data active = activity change below about -30%; also: % is scaled to controls: 0 for no effect and ±100 for the full control effect
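Enzyme 40 or 20 nM (batch-dependent) in Tris pH 7.4/KCl/MgCl2/DTT; cpd 76 uM single point; ATP 10 uM; 30 min 37 °C; Transcreener ADP HTRF detection, 30 min RT; ratio 665/615.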
IL-2 act = qHTS of IL-2 Activators. activation, % (series mostly up to about 46 µM). 360,000 tested, 0.065% active. IL-2 activation reporter assay, cell-based qHTS; stimulated with anti-CD3/CD4/CD28 beads; in transgenic mouse T cells; in the data active = activation above about 50%; inconclusive = mostly about 30% to 49%; also: 0% is about no effect
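Unstimulated transgenic mouse T cells; 60-min compound exposure; bead-based TCR/CD4/CD28 stimulation; 18 h culture, 37 degrees C; dual fluorescence (EGFP, DsRed) plate cytometry.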
PI5P4K alpha inh = qHTS for Inhibitors of phosphatidylinositol 5-phosphate 4-kinase (PI5P4K) | Phosphatidylinositol 5-phosphate 4-kinase type-2 alpha (Homo sapiens), P48426 | PI5P4Kalpha enzyme, ADP-Glo luminescence, 60 min; stronger effect = lower value | max response, % | 330,000 tested, 1.2% active; active = max response of -50% or lower; inconclusive = between -30% and -50%; inactive = -30% or higher; also: value at the top dose of about 77 µM; % is scaled to controls: 0 for no effect and ±100 for the full control effect
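ADP-Glo luminescence end-point after a 60 min room-temperature kinase reaction. PI5P4Kalpha and substrate in HEPES pH 7.4 buffer with EGTA, 0.1% CHAPS and 5% DMSO; ATP at 5 microM final.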
WRN helicase inh = qHTS for Inhibitors of WRN Helicase. AID 651768, 2012. 360,000 tested, 0.46% active. Potency, µM (series often up to 114 µM), inactives show at the top dose activity change, negative = inhibition, most hits filed as inhibitors. WRN helicase unwinding, fluorescent forked duplex, kinetic; also: potency is read from the fitted curve at half-maximal effect; % is scaled to controls: 0 for no effect and ±100 for the full control effect; nearly all actives have a fitted effect of over 55% in size
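Primary qHTS, 1536-well format. 20 nM WRN + compound, 15 min RT; start with 100 nM forked fluorophore/quencher duplex, 2 mM ATP (final); kinetic read ex 525/em 598 nm.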
EPAC1 antag = qHTS for Antagonist of cAMP-regulated guanine nucleotide exchange factor 3 (EPAC1): primary screen; Potency, µM (top dose mostly 115 µM), inactives show at the highest dose activity change, negative = inhibition, most hits filed as inhibitors; EPAC1 GEF assay, Rap1b-BODIPY-GDP exchange fluorescence; 360,000 tested, 0.14% active;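 also: potency is read from the fitted curve at half-maximal effect; plate controls were vehicle for no effect and positive control for full effect; nearly all actives have a fitted effect of over 50% in size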
EPAC1 ag = qHTS for Agonist of cAMP-regulated guanine nucleotide exchange factor 3 (EPAC1): primary screen. Rap guanine nucleotide exchange factor 3 (Homo sapiens), O95398. 360,000 tested, 0.073% active. Potency, µM (top dose mostly 154 µM), without a hit: top-dose activation, usual class: activators. AID 720707, 2013. EPAC1 agonist qHTS, biochemical assay; response scale: 100% = response to 6.5 mM cAMP; also: potency is read from the fitted curve at half-maximal effect; nearly all actives have a fitted effect of over 60% in size
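EPAC1 100 nM, Rap1B–BODIPY-GDP 250 nM, unlabeled GDP 50 uM; compound titration; 5 min RT; kinetic read ex480/em540 at 5-min intervals ×30 min; data normalized to 6.5 mM cAMP agonist control.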
Active calls of the source: *; [ ] = another dose, or the depositor's remark. Unless noted, calls follow the shape of the dose curve; as a rule, active = well fitted curve in the direction sought with a large enough effect; inconclusive = small, poorly fitted or top-dose-only effect, or another doubt; inactive = no such curve, though single readings can be large; an effect the other way counts as inactive or inconclusive. Only part of the results is shown (hit frequency here may not be typical).

Start of the listing, in advance, three compounds:
Results for N=c1c2ccccc2nnn1-c1ccccc1[N+](=O)[O-] ?
PLK1 PBD inh: -6%; EPAC2 agonist: 14%; CCT chaperon mod: -1.6; IL-2 act: -0.1; PI5P4K alpha inh: -3; WRN helicase inh: -3%; EPAC1 antag: -9%; EPAC1 ag: 7%

Results for N/C(=N\OC(=O)CCC1CCCC1)c1ccncc1 ?
PLK1 PBD inh: -12%; EPAC2 agonist: 6%; CCT chaperon mod: 0.3; IL-2 act: -0.4; PI5P4K alpha inh: 0; WRN helicase inh: -2%; EPAC1 antag: inconclusive; EPAC1 ag: 0%

Results for CCn1c(SCC(=O)c2ccc3c(c2)Cc2ccccc2-3)nnc1-c1ccc(N)cc1 ?
PLK1 PBD inh: -10%; EPAC2 agonist: 7%; CCT chaperon mod: -0.5; IL-2 act: -0.2; WRN helicase inh: -6%; EPAC1 antag: 5%; EPAC1 ag: 3%

The list itself, from the first entry:
Results for N=c1c2ccccc2nnn1-c1ccccc1[N+](=O)[O-] ?
PLK1 PBD inh: -6%; EPAC2 agonist: 14%; CCT chaperon mod: -1.6; IL-2 act: -0.1; PI5P4K alpha inh: -3; WRN helicase inh: -3%; EPAC1 antag: -9%; EPAC1 ag: 7%

Results for N/C(=N\OC(=O)CCC1CCCC1)c1ccncc1 ?
PLK1 PBD inh: -12%; EPAC2 agonist: 6%; CCT chaperon mod: 0.3; IL-2 act: -0.4; PI5P4K alpha inh: 0; WRN helicase inh: -2%; EPAC1 antag: inconclusive; EPAC1 ag: 0%

Results for CCn1c(SCC(=O)c2ccc3c(c2)Cc2ccccc2-3)nnc1-c1ccc(N)cc1 ?
PLK1 PBD inh: -10%; EPAC2 agonist: 7%; CCT chaperon mod: -0.5; IL-2 act: -0.2; WRN helicase inh: -6%; EPAC1 antag: 5%; EPAC1 ag: 3%

What do the screens show for `O=c1ccnc(SCCc2ccc([N+](=O)[O-])cc2)[nH]1`?
PLK1 PBD inh: -6%; EPAC2 agonist: 7%; CCT chaperon mod: 0.6; IL-2 act: 0.0; PI5P4K alpha inh: 0; WRN helicase inh: 4%; EPAC1 antag: -5%; EPAC1 ag: 9%

What do the screens show for `O=C(O)CC1S/C(=N\N=C2\C(=O)Nc3ccccc32)N(c2ccc(O)cc2)C1=O` (stereo not drawn)?
PLK1 PBD inh: 1%; EPAC2 agonist: -5%; CCT chaperon mod: -0.7; IL-2 act: -2.1; PI5P4K alpha inh: -1; WRN helicase inh: -12%[57.1 µM]; EPAC1 antag: -7%; EPAC1 ag: -2%

Results for O=C(COC(=O)CCOc1ccccc1)Nc1ccc(Cl)cn1 ?
PLK1 PBD inh: -3%; EPAC2 agonist: 0%; CCT chaperon mod: -1.1; IL-2 act: 2.6; PI5P4K alpha inh: -14; WRN helicase inh: -6%; EPAC1 antag: 14%; EPAC1 ag: 4%

Results for Cc1csc(SCc2nc3scc(-c4ccccc4)c3c(=O)[nH]2)n1 ?
PLK1 PBD inh: -13%; EPAC2 agonist: 8%; CCT chaperon mod: -4.4; IL-2 act: 0.8; PI5P4K alpha inh: -16; WRN helicase inh: 0%; EPAC1 antag: -5%; EPAC1 ag: 10%

How did COc1ccc(C#Cc2ccc(C3=CC(=O)CC(C)(C)C3=O)cc2)cc1 do in these assays?
PLK1 PBD inh: 1%; EPAC2 agonist: 1%; CCT chaperon mod: -0.1; IL-2 act: 9.2; PI5P4K alpha inh: -4; WRN helicase inh: 1%; EPAC1 antag: -12%; EPAC1 ag: -7%

How did Cc1nc2c(C(=O)N3CCN(c4ccccn4)CC3)cnn2c(C)c1Cc1cccc(Cl)c1 do in these assays?
PLK1 PBD inh: -3%; EPAC2 agonist: 22%; CCT chaperon mod: -3.3; IL-2 act: 3.4; WRN helicase inh: 0%; EPAC1 antag: -8%; EPAC1 ag: 16%

Results for CC(=O)N(c1ccc(C)cc1)C1C=CS(=O)(=O)C1 (stereo not drawn) ?
PLK1 PBD inh: 4%; EPAC2 agonist: 2%; CCT chaperon mod: -0.5; IL-2 act: -0.6; PI5P4K alpha inh: 1; WRN helicase inh: -6%; EPAC1 antag: -4%; EPAC1 ag: 1%

What do the screens show for `CCCSc1ccc([C@@H]2[C@H]3C(=O)N(CC)C(=O)[C@H]3[C@]3(C(=O)OC)CCCN23)cc1`?
PLK1 PBD inh: -22%; EPAC2 agonist: 9%; CCT chaperon mod: -3.8; IL-2 act: 0.5; PI5P4K alpha inh: 0; WRN helicase inh: 7%; EPAC1 antag: -4%; EPAC1 ag: 7%

What do the screens show for `O=[N+]([O-])c1ccc(N2CCN(Cc3cccc([N+](=O)[O-])c3)CC2)cc1`?
PLK1 PBD inh: -17%; EPAC2 agonist: 9%; CCT chaperon mod: -0.8; IL-2 act: -2.6; PI5P4K alpha inh: 4; WRN helicase inh: -5%; EPAC1 antag: -7%; EPAC1 ag: 8%

What do the screens show for `O=C(Nc1ccc(OC(F)F)cc1)c1cc(S(=O)(=O)N2CCCCC2)ccc1N1CCOCC1`?
PLK1 PBD inh: 3%; EPAC2 agonist: 12%; CCT chaperon mod: 0.2; IL-2 act: 1.1; PI5P4K alpha inh: 1; WRN helicase inh: -6%; EPAC1 antag: 2%; EPAC1 ag: 8%

How did CC(=O)Nc1ccc(S(=O)(=O)N2CCC(C(=O)NC3CC3)CC2)cc1 do in these assays?
PLK1 PBD inh: 0%; EPAC2 agonist: 1%; CCT chaperon mod: 0.1; IL-2 act: -2.2; PI5P4K alpha inh: 0; WRN helicase inh: -2%; EPAC1 antag: -1%; EPAC1 ag: -3%

What do the screens show for `COc1cccc2[nH]c3c(N4CCCCC4)ncnc3c12`?
PLK1 PBD inh: -3%; EPAC2 agonist: -7%; CCT chaperon mod: -2.8; IL-2 act: -3.8; WRN helicase inh: -7%; EPAC1 antag: 2%; EPAC1 ag: 0%

How did O=C(Nc1ccc(S(=O)(=O)N2CCCC2)cc1)c1cccs1 do in these assays?
PLK1 PBD inh: -6%; EPAC2 agonist: 17%; CCT chaperon mod: 1.1; IL-2 act: 1.0; PI5P4K alpha inh: 14; WRN helicase inh: 1%; EPAC1 antag: 0%; EPAC1 ag: -9%

Results for CN(C)CCCn1c2c3ccccc3ccc2c2oc(=O)c3ccccc3c21 ?
PLK1 PBD inh: -18%; EPAC2 agonist: -4%; CCT chaperon mod: 1.3; IL-2 act: -4.9; PI5P4K alpha inh: 0; WRN helicase inh: -5%[11.6 µM]; EPAC1 antag: -4%; EPAC1 ag: -2%

Results for O=C(Nc1ccncc1)c1cccc(S(=O)(=O)N2CCOCC2)c1 ?
PLK1 PBD inh: -8%; EPAC2 agonist: -1%; CCT chaperon mod: -6.5; IL-2 act: 0.5; PI5P4K alpha inh: 5; WRN helicase inh: -3%; EPAC1 antag: -8%; EPAC1 ag: 2%

Results for Cc1ccc(S(=O)(=O)N(CC(=O)NCc2ccccn2)c2ccc(Cl)cc2)cc1 ?
PLK1 PBD inh: -1%; EPAC2 agonist: 7%; CCT chaperon mod: -1.6; IL-2 act: -0.2; PI5P4K alpha inh: -7; WRN helicase inh: -10%; EPAC1 antag: -2%; EPAC1 ag: 17%

How did CC(C)c1ccccc1OCC(=O)NN1C(=O)c2ccccc2C1=O do in these assays?
PLK1 PBD inh: -4%; EPAC2 agonist: -1%; CCT chaperon mod: 0.1; IL-2 act: -1.0; PI5P4K alpha inh: 1; WRN helicase inh: -6%; EPAC1 antag: -1%; EPAC1 ag: -1%

What do the screens show for `Fc1ccccc1NC(=S)N(CCN1CCCCCC1)Cc1cccs1`?
PLK1 PBD inh: -1%; EPAC2 agonist: 1%; CCT chaperon mod: 0.0; IL-2 act: -3.9; PI5P4K alpha inh: 2; WRN helicase inh: 8%; EPAC1 antag: 3%; EPAC1 ag: -7%

Results for O=C(CSc1nnc(CNC(=O)c2ccccc2)o1)c1ccccc1 ?
PLK1 PBD inh: -28%; EPAC2 agonist: 14%; CCT chaperon mod: -0.3; IL-2 act: 0.2; PI5P4K alpha inh: 2; WRN helicase inh: -31%; EPAC1 antag: -22%; EPAC1 ag: -15%

Results for CC(Oc1cccc(Cl)c1)C(=O)Nc1ccc(S(=O)(=O)Nc2ncccn2)cc1 (stereo not drawn) ?
PLK1 PBD inh: -2%; EPAC2 agonist: 2%; CCT chaperon mod: -1.0; IL-2 act: 0.1; PI5P4K alpha inh: 0; WRN helicase inh: -1%; EPAC1 antag: -3%; EPAC1 ag: 0%

How did O=C(COc1ccc(S(=O)(=O)N2CCOCC2)cc1)Nc1ccccc1F do in these assays?
PLK1 PBD inh: 4%; EPAC2 agonist: -2%; CCT chaperon mod: -0.1; IL-2 act: 0.3; PI5P4K alpha inh: -2; WRN helicase inh: -3%; EPAC1 antag: -5%; EPAC1 ag: 3%

Results for Cc1ccc(C2=NC(C(F)(F)F)(C(F)(F)F)c3c(n(-c4ccc(F)cc4)c(=O)[nH]c3=O)N2)cc1 ?
PLK1 PBD inh: -6%; EPAC2 agonist: -11%; CCT chaperon mod: -1.8; IL-2 act: 1.2; PI5P4K alpha inh: -5; WRN helicase inh: 9%; EPAC1 antag: 3%; EPAC1 ag: -3%

What do the screens show for `COc1c2ccoc2c(OC[C@@H](O)C(C)(C)O)c2oc(=O)ccc12`?
PLK1 PBD inh: 2%; EPAC2 agonist: 3%; CCT chaperon mod: -5.2; IL-2 act: -1.6; PI5P4K alpha inh: -4; WRN helicase inh: -4%; EPAC1 antag: 0%; EPAC1 ag: -31%[inhibitor]

Results for O=C(NCC(c1ccco1)N1CCc2ccccc21)c1ccc([N+](=O)[O-])cc1 (stereo not drawn) ?
PLK1 PBD inh: -4%; EPAC2 agonist: 10%; CCT chaperon mod: 0.7; IL-2 act: -1.9; PI5P4K alpha inh: 4; WRN helicase inh: -8%; EPAC1 antag: -13%; EPAC1 ag: 8%

Screening data from PubChem BioAssay.
